# High-throughput results as filed in PubChem BioAssay.
# SMN2 splice up: qHTS Assay for Enhancers of SMN2 Splice Variant Expression | HEK293 SMN2-luciferase splicing reporter, luminescence, 30-36 h | Potency, µM (titrated, usually from 46.1 µM), for the others: at the top dose activity change, positive = activation, actives largely listed as activators | 210,000 tested, 2.8% active; note: % of control where 0% means no effect; nearly all actives have a fitted effect of over 55% in size
#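 HEK293 cells carry an SMN2 minigene-luciferase reporter in which exon 7 inclusion puts luciferase in frame. Cells were seeded at 2000 cells/well, attached for 10-12 hours, then exposed to compounds for 30-36 hours at 37C before ONE-Glo luminescence.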
# HTT ATP protect: qHTS Multiplex Assay to Identify Dual Action Probes in a Cell Model of Huntington: Cytoprotection (ATP); PC12 HTT-Q103 induced, cytoprotection, ATP luminescence, 40 h; 230,000 tested, 0.14% active; Potency, µM (doses to about 56.4 µM), inactives show cytoprotection (ATP increase), usual class: activators;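 note: % of control where 0% means no effect; nearly all actives have a fitted effect of over 45% in size; toxic huntingtin expression switched on by the ecdysone agonist tebufenozide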
#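 Quantitative HTS on tebufenozide-induced (100 nM) PC12 cells expressing HTTQ103 exon 1–GFP; compounds tested as a concentration series; survival measured via cellular ATP.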
# HTT aggregate: qHTS Multiplex Assay to Identify Dual Action Probes in a Cell Model of Huntington: Aggregate Formation (GFP) | PC12 HttQ103-GFP aggregates, Acumen cytometry, 40 h | Potency, µM (series often up to 46.1 µM), for the others: at the top dose activity change, negative = inhibition, actives largely listed as inhibitors | 220,000 tested, 1.1% active | AID 1688, 2009; note: % is set by controls: 0 for no effect and ±100 for the full control effect; nearly all actives have a fitted effect of over 60% in size
#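 Using laser scanning cytometry, GFP-positive aggregates were counted after lysis of PC12 cells induced with 100 nM tebufenozide to express HTT exon 1 Q103–GFP. Compounds were tested in titration.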
# Tau fluor cs: Counterscreen qHTS for Inhibitors of Tau Fibril Formation, Fluorescence Polarization; tau K18 P301L Alexa594 fluorescence, heparin fibrillization; Potency, µM (titrated, usually from 57.7 µM), for inactives: at the top dose activity change, negative = decrease; 280,000 tested, 0.93% active; AID 1463, 2008; note: % is set by controls: 0 for no effect and ±100 for the full control effect; nearly all actives have a fitted effect of over 55% in size
#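 Human tau K18 P301L (15 uM unlabeled, 0.24 uM Alexa 594-labeled) in 100 mM sodium acetate pH 7 with 20 uM heparin, 6 hr at 37 C. ThT 30 uM added, 1 hr ambient; Alexa 594 FP and total fluorescence read at 555/632 nm.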
# ALDH1A1 inh: qHTS Assay for Inhibitors of Aldehyde Dehydrogenase 1 (ALDH1A1); Aldehyde dehydrogenase 1A1 (Homo sapiens), P00352; Purified ALDH1A1, NADH fluorescence, propionaldehyde substrate; Potency, µM (titrated, usually from 75.3 µM), without a hit: top-dose activity, negative = inhibition, usual class: inhibitors; 220,000 tested, 7.3% active; active = well fitted inhibition curve with a large enough effect, not every such curve was filed as active; inconclusive = small, poorly fitted or top-dose-only effect, or another doubt; inactive = no such curve, though single readings can be large or run the other way;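 note: plate controls were no enzyme wells and a reference inhibitor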
# Target sequence (P00352 whole entry, looked up): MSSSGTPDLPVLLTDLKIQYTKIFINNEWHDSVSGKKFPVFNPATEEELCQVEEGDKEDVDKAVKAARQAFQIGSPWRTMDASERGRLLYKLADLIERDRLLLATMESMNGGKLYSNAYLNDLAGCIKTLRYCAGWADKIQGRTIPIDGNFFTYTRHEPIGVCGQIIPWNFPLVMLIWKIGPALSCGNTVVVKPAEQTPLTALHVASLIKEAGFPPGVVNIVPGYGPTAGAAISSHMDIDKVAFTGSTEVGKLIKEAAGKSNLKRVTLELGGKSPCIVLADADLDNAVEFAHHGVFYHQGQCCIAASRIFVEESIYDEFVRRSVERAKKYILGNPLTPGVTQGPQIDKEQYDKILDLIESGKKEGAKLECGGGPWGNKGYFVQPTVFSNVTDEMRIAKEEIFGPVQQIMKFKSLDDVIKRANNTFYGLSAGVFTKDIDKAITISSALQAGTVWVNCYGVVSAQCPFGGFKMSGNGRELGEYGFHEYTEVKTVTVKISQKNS
# JMJD2E inh: qHTS Assay for Inhibitors of Human Jumonji Domain Containing 2E (JMJD2E); Lysine-specific demethylase 4E (Homo sapiens), B2RXH2; JMJD2E catalytic domain, FDH-coupled NADH fluorescence (FDH is formaldehyde dehydrogenase); Potency, µM (highest dose often 57.1 µM), for inactives: at the top dose activity change, negative = inhibition, most hits filed as inhibitors; 230,000 tested, 1.6% active; AID 2147, 2009; active = well fitted inhibition curve with a large enough effect, not every such curve was filed as active; inconclusive = small, poorly fitted or top-dose-only effect, or another doubt; inactive = no such curve, though single readings can be large or run the other way;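 note: 0% = wells with enzyme and -100% = buffer wells without enzyme; nearly all actives have a fitted effect of over 50% in size; many of its hits are not listed in these tables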
# Target sequence (B2RXH2 1-337 limits assumed): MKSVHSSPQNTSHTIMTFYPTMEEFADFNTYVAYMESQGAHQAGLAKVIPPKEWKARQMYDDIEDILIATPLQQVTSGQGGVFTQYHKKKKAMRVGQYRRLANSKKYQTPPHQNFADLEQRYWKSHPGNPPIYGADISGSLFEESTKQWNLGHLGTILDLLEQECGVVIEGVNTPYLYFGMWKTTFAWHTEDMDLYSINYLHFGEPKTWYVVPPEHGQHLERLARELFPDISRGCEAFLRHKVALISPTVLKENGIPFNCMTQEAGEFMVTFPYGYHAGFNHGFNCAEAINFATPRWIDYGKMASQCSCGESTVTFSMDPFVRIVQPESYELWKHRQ
# Tau fibril FP: qHTS for Inhibitors of Tau Fibril Formation, Fluorescence Polarization; Microtubule-associated protein tau (Homo sapiens), P10636; K18 P301L tau heparin fibrillization, Alexa594 FP, 6 h; Potency, µM (top dose mostly 57.7 µM), without a hit: at the top dose activity, negative = inhibition, actives largely listed as inhibitors; 280,000 tested, 0.39% active; note: % is set by controls: 0 for no effect and ±100 for the full control effect; nearly all actives have a fitted effect of over 55% in size
# Target sequence (P10636 561-689 P618L limits assumed): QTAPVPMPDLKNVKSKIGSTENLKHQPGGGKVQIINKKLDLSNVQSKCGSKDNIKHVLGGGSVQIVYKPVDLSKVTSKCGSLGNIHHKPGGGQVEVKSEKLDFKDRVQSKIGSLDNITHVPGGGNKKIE
#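 Human K18 P301L fragment (15 uM unlabeled plus 0.24 uM Alexa 594-labeled) in 100 mM sodium acetate pH 7 with compound, aggregation induced by 20 uM heparin for 6 hr at 37 C. ThT (30 uM) added for 1 hr, then Alexa 594 FP read.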
# Tau ThT inhib: qHTS for Inhibitors of Tau Fibril Formation, Thioflavin T Binding; recombinant tau K18 P301L (four-repeat tau fragment), heparin-induced fibrillization, ThT fluorescence; Potency, µM (top dose mostly 57.4 µM), for the others: at the top dose activity, negative = inhibition, most hits filed as inhibitors; 270,000 tested, 2.1% active; AID 1460, 2008; note: % is set by controls: 0 for no effect and ±100 for the full control effect; nearly all actives have a fitted effect of over 55% in size
#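 Recombinant human tau K18 fragment […] carrying P301L, 15 uM unlabeled plus 0.24 uM Alexa 594-labeled, was fibrillized with 20 uM heparin in 100 mM sodium acetate pH 7 for 6 hr at 37 C; 30 uM ThT fluorescence read after 1 hr.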
# Starred values were filed as active, the others as inactive; ? = inconclusive; . = not tested or not shown; [ ] = dose if it differs, or a comment. Unless noted, calls come from the whole dose curve; as a rule, active = well fitted curve in the direction sought with a large enough effect; inconclusive = small, poorly fitted or top-dose-only effect, or another doubt; inactive = no such curve, though single readings can be large; an effect the other way counts as inactive or inconclusive. Potency is the fitted concentration of half-maximal effect. Not all compounds are listed; the hit share may differ from the screen's.
molecule | SMN2 splice up | HTT ATP protect | HTT aggregate | Tau fluor cs | ALDH1A1 inh | JMJD2E inh | Tau fibril FP | Tau ThT inhib
c1ccc(-c2csc(Nc3nc(N4CCOCC4)nc(N4CCOCC4)n3)n2)cc1 | -14% | -13% | -5% | -24% | 6% | 1% | -1% | -20%
O=C(c1ccccc1)N1CCN(S(=O)(=O)c2cccc(NS(=O)(=O)c3ccccc3)c2)CC1 | . | -6% | 2% | -10% | ? | -11% | -2% | -5%
CCC(C)NC(=O)c1cc(-c2ccccc2O)on1 (stereo unspecified) | -4% | -9% | 10% | -2% | 4% | -1% | 0% | -10%
CN(CCC#N)C(=O)CSc1nc2scc(-c3ccccc3)c2c(=O)[nH]1 | -6% | 5%[10 µM] | 3% | -11% | ? | 7% | 6% | -16%
O=C(CCC(=O)c1cccs1)OCc1nnc(-c2ccccc2)o1 | 15% | 9%[10 µM] | 15% | -12% | -2% | 7% | -1% | -22%
O=C1C2C3C=CC(C3)C2C(=O)N1c1n[nH]c(CCc2ccccc2)n1 (stereo unspecified) | -11% | -2% | -3% | -5% | ? | 5% | 5% | -15%
COc1ccc(NC(=O)CNS(=O)(=O)c2ccccc2)cc1Cl | 10% | -6% | 4% | -13% | -1% | 2% | 5% | -5%
COc1ccccc1/C=N/OC(=O)c1ccc(F)cc1 | . | 4%[10 µM] | -10%[9.22 µM] | 4% | -6% | 6% | -8% | -5%
CCOC(=O)c1c(NC(=O)c2cccs2)sc(C(=O)N(C)C)c1C | -24% | -12% | 9% | -15% | 22µM* | -6% | -13% | ?
CCN(CC(=O)NC(C)(C)C)C(=O)COc1c(Cl)cc(Cl)c2ccc(C)nc12 | . | -6%[10 µM] | -9%[9.22 µM] | -16% | ? | ? | 4% | -14%
Cc1cc(/C=C/c2ccc3cc(N(C)C)ccc3[n+]2C)c(C)n1-c1ccccc1 | -95%[inhibitor] | . | . | . | -9% | ? | -13% | .
CC1(C)Oc2ccc(C(=O)N3CCOCC3)cc2N(CC(=O)N2CCOCC2)C1=O | -11% | 6%[10 µM] | 1% | 5% | 1% | 1% | 2% | -3%
COc1ccc(S(=O)(=O)NCCc2nnc3ccc(SCC(=O)Nc4nc(C)cs4)nn23)cc1 | 14% | 34%[10 µM] | 10% | -8% | ? | 7% | ? | -2%
CC(=O)NCC1CCCN(c2nc3nonc3nc2N(C)Cc2ccccc2)C1 (stereo unspecified) | . | 12%[10 µM] | 8%[9.22 µM] | 2% | 0% | -3% | 1% | 4%
Cc1cccc(-c2noc(CN(C(=O)CCc3ccccc3)C(C)C)n2)c1 | -15% | -5% | 0% | -10% | 4% | -1% | 3% | -13%
Cc1ccc(C(=O)/C=C/N(C)C)o1 | 4% | -3%[10 µM] | 12% | -5% | -10% | -8% | -12% | -17%
Cc1cccc(CC2CC(=O)N(c3nc4ccccc4s3)C2=O)c1 (stereo unspecified) | 6% | -49%[inhibitor] | -12% | -1% | -9% | 4% | -3% | -6%
O=C(NC1CCN(C(=S)NCc2ccco2)CC1)C12CC3CC(CC(C3)C1)C2 | -13% | 12%[10 µM] | -11% | -5% | ? | -1% | 3% | -12%
Cc1ccc(-c2cc(C)nc3ncnn23)cc1 | -37% | -20% | 7% | -5% | ? | ? | -5% | -4%
Cc1ccc(CN2CCC(CO)(CC3CCCCO3)CC2)o1 (stereo unspecified) | . | 10%[10 µM] | 19%[9.22 µM] | -5% | 6% | 1% | -1% | -12%
Cc1ccc(NC(=O)C2C3CC4OC(=O)C2C4C3)cc1Cl (stereo unspecified) | ? | -3% | -12% | 3% | 1% | -2% | ? | 2%
CCC(=O)c1ccc(N2CCCC2)c(F)c1 | 12% | -1%[10 µM] | -9% | -6% | -4% | -1% | 1% | ?
COc1ccc(NC2=NCCC2)cc1 | -13% | -6% | 11% | -5% | 9% | 0% | 0% | -3%
CCOc1ccccc1NC(=O)CSc1nnc(Cn2c(=O)sc3ccccc32)n1C | -6% | 12% | -23% | 3% | -7% | -4% | 8% | -5%
Cc1ccc2c(=O)cc(C(=O)Nc3sc4c(c3C(=O)NCc3ccco3)CCC4)oc2c1C | 13% | . | . | 1% | . | . | -9% | 0%
O=C(NC(=S)N1CCN(c2ccccn2)CC1)c1ccco1 | . | 3%[10 µM] | -2%[9.22 µM] | -10% | 11µM* | 6% | -7% | -13%
NC(=O)c1coc(-c2ccccc2)n1 | 11% | . | 16% | 1% | 19% | -4% | 6% | -2%
COc1ccc(CCNC(=O)CN2CCC(C(N)=O)CC2)cc1 | -2% | -2% | 12% | 4% | 5% | -3% | 12% | 14%
O=C(CSc1ncccn1)NCc1ccc(Cl)cc1 | 25% | -4%[10 µM] | 0%[9.22 µM] | 1% | 4% | -1% | 3% | 1%
CCOCCc1nnc(NC(=O)c2cc(OC)c(OC)c(OC)c2)s1 | 16µM* | 9% | -4% | -5% | 0% | -1% | -5% | -3%
COC(=O)C1=C(C)N(Cc2ccccc2)[C@]23O[C@](C(=O)OC)(C(=O)N2C1c1ccccc1)C1CCOC(=O)C13 (stereo partly specified) | . | 10%[10 µM] | . | -13%[11.6 µM] | 12%[13.5 µM] | . | -10%[11.6 µM] | -12%[11.5 µM]
O=C(CCS(=O)(=O)c1ccc(Br)s1)Nc1cc(C(F)(F)F)cc(C(F)(F)F)c1 | 4% | . | . | ? | . | . | 20µM* | -11%
CCC(=O)OC1(C)C(=O)C=C2C=C(CCCNC(=O)OC(C)(C)C)OC=C2C1=O (stereo unspecified) | -3% | 14% | . | -6% | 1% | -13% | 4% | -2%
O=C(CSc1nc2ccccc2c(=O)n1CCC(=O)N1CCN(c2ccccc2)CC1)NCC1CCCO1 (stereo unspecified) | -46%[inhibitor] | 1% | -8% | -9% | -15% | -10% | -9% | -10%
CCOC(=O)C1=C(NC(=O)c2ccc(Br)o2)Nc2ccccc2N=C1 | 3% | -10%[0.074 µM] | 9% | -6% | -2% | -5% | -13% | -7%
Cc1ccc(NC(=O)c2ccc(CSc3nnc(-c4ccncc4)n3C)cc2)cc1 | 27% | -73%[inhibitor] | 9% | -23% | -19% | 6% | -3% | -20%
CCCCNC(=O)NNC(=O)c1ccco1 | 2% | -13%[0.074 µM] | -21% | 8% | 0% | 6% | 10% | 6%
CCc1nc(Cl)c(C#N)c2c1CSC(C)(C)C2 | -1% | -6%[10 µM] | -28% | -2% | -2% | 7% | -7% | -1%
CCC1=Nc2cc(C(=O)NCc3ccco3)ccc2Sc2ccc(C)cc21 | -32%[inhibitor] | -84%[inhibitor][10 µM] | ? | -19% | 12% | -20% | 10% | -9%
Cc1ccc2oc(=O)c3cnn(CC(=O)N4CCN(c5ccccn5)CC4)c3c2c1 | -5% | -19% | 10% | -9% | ? | ? | 6% | ?
O=C(O)Cc1sc(Nc2ccccc2)nc1-c1ccccc1 | ? | . | . | -21% | . | . | 11% | ?
NC(=O)CC[C@@H]1NC(=O)[C@H](Cc2ccc(O)cc2)NC(=O)c2cc([N+](=O)[O-])cc(F)c2OCC[C@@H](C(N)=O)NC1=O | 0% | . | -18% | -10% | 4% | 4% | 3% | -13%
COc1cc(OC)cc(-c2nc(-c3ccccc3)no2)c1 | 22µM* | -5% | 4% | -15% | -11% | 5% | ? | -13%
Cc1cc(S(=O)(=O)Nc2nc(CN3CCOCC3)nc3sc4c(c23)CCCC4)ccc1F | 0% | -13%[10 µM] | -17% | -15% | 14µM* | ? | 11% | ?
CSCC[C@H](NC(=O)OC(C)(C)C)C(=O)N/N=C/c1cccc2cccnc12 | . | -2%[10 µM] | -4%[9.22 µM] | -20% | ? | ? | -3% | ?
CC(C)n1nnc2c(=O)oc3ccccc3c21 | -20% | 30%[10 µM] | -16% | 1% | 7% | -4% | 1% | -3%
COc1ccccc1N1CCN(c2ccc([N+](=O)[O-])cc2Cl)CC1 | -47%[inhibitor] | 22%[10 µM] | 3% | ? | ? | -7% | 1% | 8.9µM*
Cn1nnnc1SCCNCC#Cc1ccccc1 | -16% | -17% | 2% | -6% | ? | -1% | -12% | -2%
Cc1occc1-c1nnc(SCC(=O)Nc2ccc(F)cc2)n1Cc1ccccc1 | -5% | -10% | -13% | -18% | -7% | 3% | 1% | -12%
Cc1cc(C)nc(SCc2nc3ncccn3c2Br)n1 | -16% | -2% | -6% | -2% | ? | ? | -2% | -12%
CC1(C)Oc2ccc3ccc(=O)oc3c2-c2cnoc21 | 5% | -28%[10 µM] | -17% | 0% | ? | ? | -2% | -3%
Cc1ccc(-c2cc(C(=O)NN=C3CCCC3)c3ccccc3n2)cc1 | -12% | -45%[inhibitor] | -10% | -1% | -13% | ? | -4% | 16%
CC(C)c1ccc(NC(=O)CCCN2C(=S)NC(C)(C)CC2C)cc1 (stereo unspecified) | -62%[inhibitor] | -24% | 2% | -18% | 5µM* | 1% | 12% | 5%
COCCNC(=O)c1ccccc1NC(=O)c1ccccc1SC | 0% | -3% | 12% | -2% | ? | -1% | 5% | 2%
CCN1CCN(Cc2c(O)ccc3oc(C)c(C(=O)Nc4ccc(C)cc4C)c23)CC1 | 7% | . | . | -7% | . | . | -2% | -3%
CCOc1ccc(/C=C/C(O)=C2/C(=O)NC3(C)CC2c2ccccc2O3)cc1OC (stereo unspecified) | -29% | -124%[inhibitor] | ? | -13% | 9% | ? | -14% | ?

# 2 entries from above, with values under each structure:
# Below each SMILES: SMN2 splice up	HTT ATP protect	HTT aggregate	Tau fluor cs	ALDH1A1 inh	JMJD2E inh	Tau fibril FP	Tau ThT inhib
CCN(CC(=O)NC(C)(C)C)C(=O)COc1c(Cl)cc(Cl)c2ccc(C)nc12
→ .	-6%[10 µM]	-9%[9.22 µM]	-16%	?	?	4%	-14%
COCCNC(=O)c1ccccc1NC(=O)c1ccccc1SC
→ 0%	-3%	12%	-2%	?	-1%	5%	2%
